Screening results as filed in PubChem BioAssay.
S100A4 inh HTS: S100A4-myosin IIA interaction inhibition. P26447. actives 0.14% (n = 360,000). S100A4/TAMRA-MyoIIA peptide fluorescence polarization. inhibition, % at 10.7 µM;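 active = mean inhibition of at least 70% across replicates, with every replicate also reaching that level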
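System – human S100A4 monomer protein, biochemical binding assay · Buffer or medium – Calcium-containing HEPES buffer, pH 7.2 · Timing – 5 min between mix addition and reading · Also added – TAMRA-labelled myosin IIA heavy-chain peptide probe, 5 nM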
esBAF inh: inhibitors of esBAF chromatin remodeling in mouse ES cells. actives 2% (n = 350,000). reporter increase, % at 12.5 µM. Bmi1-luciferase knock-in reporter, 24 h; 100% = twice the neutral-well signal. AID 602393; in the data active = activation above about 40%;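 also: 0% = median of the plate's neutral control wells and 100% = double that signal; a rise in the Bmi1 reporter signal indicates esBAF inhibition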
RAD54 branch: blocks human RAD54 Holliday junction branch migration; FAM/BHQ fluorescence; inhibition, % at 10.4 µM; actives 0.14% (n = 360,000); AID 602329;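 active = mean normalized replicate activity at least 40 and at least half of replicates scoring 40 or more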;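 also: 0% = median of neutral control wells and 100% = median of positive control wells; inhibitors cause a drop in the FAM fluorescence signal; in these data hits start at about 50%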
EWS-Fli inh: inhibitors of EWS/Fli oncoprotein transcriptional activity; A673 NR0B1-luciferase reporter, viability-normalised; inhibition, % at 12.6 µM; actives 0.67% (n = 350,000); AID 651661;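 active = mean inhibition of at least 50% after viability correction, with every replicate also passing that limit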;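 also: firefly luciferase signal divided by Alamar Blue viability fluorescence both relative to DMSO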
XiGFP reactiv: X-chromosome reactivation activator. XiGFP mouse fibroblasts, % GFP-positive cells imaging, 3 d; cells co-treated with 5-aza-dC sensitizer; scaled so ellipticine positive control = 100%. activation, % at 7.58 µM. actives 0.055% (n = 360,000). AID 743238;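 active = mean normalized replicate activation at least 10% and every replicate at or above 10%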;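 also: 0% = median of on-plate neutral control wells and 100% = ellipticine 6 µM median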
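System: 68-5-11 XiGFP fibroblast line; Timing: 3 days compound exposure; Compound dosing: one concentration, pinned; Benchmarks: positive control ellipticine, 6 µM final; Buffer or medium: DMEM containing 5-aza-dC.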
RAD52 inh: blocks human RAD52 DNA annealing; inhibition, % at 18.7 µM; actives 0.46% (n = 360,000); recombinant RAD52 DNA annealing, FRET fluorescence; AID 651710;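 active = every replicate showing at least 50% inhibition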
Target sequence (P43351 whole entry, looked up): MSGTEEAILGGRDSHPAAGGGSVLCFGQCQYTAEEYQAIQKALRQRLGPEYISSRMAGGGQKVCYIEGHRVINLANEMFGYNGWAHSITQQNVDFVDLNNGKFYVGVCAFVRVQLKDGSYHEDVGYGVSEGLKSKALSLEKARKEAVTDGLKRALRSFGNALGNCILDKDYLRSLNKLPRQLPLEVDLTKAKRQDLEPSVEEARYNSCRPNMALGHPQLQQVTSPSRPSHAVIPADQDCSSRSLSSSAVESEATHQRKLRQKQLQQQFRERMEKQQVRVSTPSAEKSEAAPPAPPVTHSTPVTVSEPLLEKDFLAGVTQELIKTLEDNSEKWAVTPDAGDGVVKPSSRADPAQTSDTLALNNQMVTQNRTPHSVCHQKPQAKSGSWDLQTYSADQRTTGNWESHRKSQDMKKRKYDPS
FN deposit inh: fibronectin deposition inhibition | AH1F fibroblasts, Alexa488-fibronectin deposition fluorescence, overnight | inhibition, % at 12.6 µM | actives 0.086% (n = 350,000) | AID 743247;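 active = mean inhibition across replicates of 30% or more, regardless of how many single replicates reach that level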;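 also: positive control wells lacked labelled fibronectin entirely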
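Schedule: 1 h cell adhesion before compound, then overnight fibronectin incubation; test system: AH1F fibroblast monolayer depositing Alexa488-labelled fibronectin into matrix; quantity: 10000 AH1F cells per well; probe or stimulus: fluorescent fibronectin at 24 nM final; signal: fluorescence, ex 485 nm, em 525 nm; evaluation: percent inhibition as loss of matrix-bound fibronectin fluorescence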
E-sel inducer: induces E-selectin expression in human endothelial cells; HUVEC E-selectin immunofluorescence imaging; normalized: neutral wells 0, TNF-alpha wells 100; activation, % at 7.58 µM; actives 0.37% (n = 260,000); AID 686992;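 active = mean E-selectin-positive cell signal at least 10% of the positive control, reached in at least 60% of replicates, without over 20% cell loss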;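 also: in these data hits start at about 27%; measured in HUVEC primary endothelial cells; signal is the percent of cells scored E-selectin positive by PE staining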
Target sequence (P16581 whole entry, looked up): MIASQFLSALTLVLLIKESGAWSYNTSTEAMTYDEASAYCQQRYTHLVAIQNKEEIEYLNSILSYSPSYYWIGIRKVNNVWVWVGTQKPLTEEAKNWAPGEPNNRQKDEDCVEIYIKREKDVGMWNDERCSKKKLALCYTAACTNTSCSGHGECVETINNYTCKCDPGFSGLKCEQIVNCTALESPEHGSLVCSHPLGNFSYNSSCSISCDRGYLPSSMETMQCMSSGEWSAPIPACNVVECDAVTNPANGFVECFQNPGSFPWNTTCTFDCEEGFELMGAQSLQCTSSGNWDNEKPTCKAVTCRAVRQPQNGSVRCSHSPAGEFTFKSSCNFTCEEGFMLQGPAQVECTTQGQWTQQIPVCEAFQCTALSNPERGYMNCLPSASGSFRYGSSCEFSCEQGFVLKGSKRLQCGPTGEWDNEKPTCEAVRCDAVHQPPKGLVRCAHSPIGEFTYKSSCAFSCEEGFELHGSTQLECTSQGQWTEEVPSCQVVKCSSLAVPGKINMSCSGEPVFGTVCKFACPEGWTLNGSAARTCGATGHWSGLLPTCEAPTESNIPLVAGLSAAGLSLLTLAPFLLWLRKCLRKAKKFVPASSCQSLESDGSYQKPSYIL
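Test system – human umbilical vein endothelial cells (HUVEC), E-selectin induction · Input – 3,000 HUVEC seeded per well · Buffer or medium – EGM-2, gelatin · Compound dosing – single-point compound dose · Detection – immunofluorescence imaging · Measure – percent E-selectin-positive cells · Controls – TNF-alpha high, DMSO low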
* marks the source's active call; other numbers are inactive results; · = no result given.

SMILES | S100A4 inh HTS | esBAF inh | RAD54 branch | EWS-Fli inh | XiGFP reactiv | RAD52 inh | FN deposit inh | E-sel inducer
O=C(Nc1ccccc1C(=O)Nc1ccncc1)c1cccc([N+](=O)[O-])c1 | 1.2 | · | 6.0 | 1.2 | -0.1 | -1.7 | 4.8 | -0.2
O=C(O)CCc1ccc(-c2ccc(Br)cc2)n1CC(=O)O | -4.5 | 2.7 | -14.6 | 6.8 | · | -33.0 | · | ·
Cc1c(C(=O)Nc2ccc(Cl)cc2)c2ccccn2c1CCc1ccncc1 | · | 28.2 | 3.9 | · | 0.1 | · | -8.2 | ·
CN(C)C(=O)c1ccc(NC(=O)c2ccccc2Sc2ccccc2C#N)cc1 | 4.1 | · | · | 6.5 | -0.1 | -10.5 | 2.4 | ·
Cc1ccc(S(=O)(=O)Nc2ccc3c(c2)C(=O)N([C@H](C)CO)C[C@H](C)[C@@H](CN(C)S(=O)(=O)c2ccc(Cl)cc2)O3)cc1 | 2.2 | · | · | 6.3 | -0.3 | 4.2 | · | 0.5
O=Cc1c(NCc2ccccc2F)c2ccccc2[nH]c1=O | -3.0 | 9.1 | 13.4 | -1.2 | -0.1 | -12.9 | 2.7 | ·
CC(=O)Nc1ccc(C(=O)NNS(=O)(=O)c2ccc(C)cc2)cc1 | -5.6 | · | -0.6 | -7.9 | 0.1 | -3.4 | -23.8 | ·
CN(c1ccc([N+](=O)[O-])cc1C(=O)Nc1ccccc1)C1CCCCC1 | -6.8 | -0.1 | -1.6 | -6.4 | · | -12.3 | · | ·
C[C@@H]1CN([C@@H](C)CO)C(=O)c2cc(C3=CCCCC3)cnc2O[C@H]1CN(C)C(=O)C1CCOCC1 | -3.6 | 4.7 | -5.9 | -9.6 | -0.2 | 3.5 | -5.1 | 0.7
C#CCOCCOCCOCCNc1nc(N2CCOCC2)nc(N2CCN(C(=O)CCCCCCCCCCNC(=O)[C@H](CO)n3cc(CCCSC)nn3)CC2)n1 | 15.5 | -0.8 | -19.6 | 6.9 | 0.1 | -19.8 | -4.3 | -0.1
COc1cc(C2OC(=O)C3C(c4ccc(OC(C)=O)c(OC)c4)OC(=O)C23)ccc1OC(C)=O (stereo not given) | 6.8 | · | · | 10.1 | 0.0 | -0.1 | -7.2 | -1.1
CCOC(=O)C(=O)NCC1CCCN1S(=O)(=O)c1cccs1 (stereo not given) | 1.9 | 0.2 | 2.1 | 4.6 | 0.1 | -31.2 | -5.0 | ·
CCOc1ccc(N(CC(=O)NCCc2ccccc2)C(=O)CCC(=O)Nc2cc(C)ccn2)cc1 | 1.2 | -3.1 | 17.4 | 15.4 | 0.0 | -13.2 | 0.9 | -0.1
O=C(c1cc(COc2ccccc2)on1)N1CCCC(OCc2cccnc2)C1 (stereo not given) | -3.4 | 0.3 | 9.1 | -6.7 | 0.3 | -6.6 | -1.0 | 4.6
CCN(Cc1nc2cc(Cl)ccc2c(=O)[nH]1)C(=O)c1cccc(OCc2c(C)noc2C)c1 | -8.6 | -7.2 | 3.0 | 0.7 | 0.2 | -38.0 | -15.3 | ·
CC(=O)c1ccc(S(=O)(=O)NCCCC(=O)N(C)Cc2ccc3c(c2)OCO3)cc1 | 0.6 | -4.8 | 1.4 | -3.6 | 0.0 | -2.2 | -1.0 | ·
O=[N+]([O-])c1ccc(Cl)c(S(=O)(=O)Nc2ccc(-c3ccc(N4CCCC4)nn3)cc2)c1 | -10.8 | 13.5 | 3.9 | -10.0 | 0.2 | -11.4 | 1.4 | -1.3
Cc1ccc(S(=O)(=O)N(C)C[C@H]2Oc3ccc(NS(=O)(=O)c4c(C)noc4C)cc3C(=O)N([C@@H](C)CO)C[C@H]2C)cc1 | -18.7 | -0.8 | -0.2 | -0.8 | -0.7 | 4.2 | · | -0.4
COc1cc(NC(=O)CN2CCN(C(=O)c3ccco3)CC2)c(C)cc1[N+](=O)[O-] | -6.1 | 1.5 | 1.1 | 0.8 | 0.0 | -5.9 | 10.6 | ·
COc1cc(C(=O)Nc2cc3c4c(c2)CC(=O)N4CCC3)cc(OC)c1OC | -1.7 | · | 3.5 | -2.0 | 0.2 | 1.1 | 1.1 | -1.1
C[C@H]1CN([C@@H](C)CO)C(=O)Cc2cc(NC(=O)CCCCCC(=O)Nc3ccccc3N)ccc2O[C@@H]1CN(C)Cc1ccncc1 | 10.8 | -0.6 | 6.7 | -9.6 | 0.0 | -13.3 | · | ·
CC1CCN(S(=O)(=O)c2ccc3[nH]cc(C(=O)NCCN4CCOCC4)c(=O)c3c2)CC1 | -4.7 | -5.2 | 2.6 | · | · | -10.8 | · | ·
CCC(=O)N1[C@H](CN(C(C)C)S(C)(=O)=O)[C@@H](c2ccccc2)[C@@H]1CO | -6.1 | 2.6 | -3.1 | 5.9 | -0.1 | -0.3 | 0.0 | 0.0
O=C(c1ccc(F)cc1)N1CC(=O)N2[C@H](C1)[C@H](c1ccc(C3=CCCC3)cc1)[C@@H]2CO | -7.1 | · | · | · | 0.4 | -2.6 | · | 0.7
COC(=O)C[C@@H]1CC[C@H]2[C@H](COc3ccc(NC(=O)NC(C)C)cc3C(=O)N2C)O1 | 18.1 | -4.2 | 1.2 | 9.4 | 0.2 | -3.8 | -4.4 | 0.0
COCC(=O)N(C)C[C@H]1Oc2ncc(C#Cc3ccc(F)cc3)cc2C(=O)N([C@@H](C)CO)C[C@H]1C | 2.8 | 3.0 | -4.0 | 4.8 | -0.8 | 8.0 | -0.9 | 0.8
CC(C)N(c1ccccc1)c1ccc(NC(=O)COC(=O)CCN2C(=O)c3cccc([N+](=O)[O-])c3C2=O)cc1 | 3.1 | -3.7 | -2.6 | -9.3 | 0.0 | 14.3 | 5.3 | 0.2
Cc1nnc(NC(=O)C2CC(=O)N(Cc3ccccc3)C2)s1 (stereo not given) | 0.6 | 2.8 | -5.9 | -0.8 | 0.0 | 0.0 | -3.6 | 0.1
Cc1noc(C)c1NC(=O)N(C)C[C@H]1Oc2ncc(C#CC3CCCCC3)cc2C(=O)N([C@@H](C)CO)C[C@@H]1C | -0.6 | 5.7 | -1.7 | -3.9 | -0.9 | -1.4 | 2.5 | -0.8
COc1ccc(NC(=O)N(C)C[C@H]2Oc3c(NC(=O)Nc4ccccc4)cccc3C(=O)N([C@H](C)CO)C[C@H]2C)cc1 | -2.7 | -1.7 | -4.5 | 0.5 | -1.2 | -1.6 | · | -0.4
O=[N+]([O-])c1cc(C(F)(F)F)cc([N+](=O)[O-])c1NCCNC(=S)Nc1cccc(F)c1 | -6.9 | -0.2 | · | 11.7 | 0.0 | -7.9 | -8.3 | 5.3
O=C(COC(=O)c1ccc2c(c1)OCO2)Nc1cccc(F)c1 | -9.7 | -6.0 | 4.1 | -1.3 | 0.2 | -10.9 | -1.4 | 2.3
COc1cc(OC)cc(C(=O)NNC(=O)C(CCC(N)=O)NS(=O)(=O)c2ccc(Cl)cc2)c1 (stereo not given) | -8.4 | -0.3 | -16.9 | -5.5 | 0.0 | -10.7 | 2.2 | 0.1
Cc1c(OCC(=O)N2CCN(c3ccccc3)CC2)ccc2c3c(c(=O)oc12)CCCC3 | -0.9 | -2.9 | 6.3 | 9.4 | 0.0 | -12.2 | 11.0 | ·
C[C@H](O)C#Cc1ccc2c(c1)O[C@@H](CN(C)C(=O)c1ccccc1)[C@H](C)CN([C@H](C)CO)S2(=O)=O | -1.2 | -0.4 | 8.4 | -13.0 | 0.0 | -0.3 | 0.6 | -0.8
COc1ccc(OCCCCc2c(C)n[nH]c2C)cc1 | -2.0 | 2.8 | -7.5 | -14.8 | 0.1 | -23.2 | -1.9 | 0.2
COc1ccc(C)cc1NC(=O)COC(=O)c1c(-c2ccccc2)noc1C | -2.0 | -4.3 | 5.9 | 12.0 | 0.0 | -18.8 | · | ·
C[C@@H]1CN([C@@H](C)CO)C(=O)c2cc(NC(=O)Cn3cnnn3)ccc2O[C@@H]1CN(C)S(=O)(=O)c1ccc(Cl)cc1 | -23.6 | 2.4 | · | -2.6 | -0.5 | 10.1 | · | 0.3
CC(CCc1ccco1)NC(=O)Cn1nc(Cc2ccncc2)c2ccccc2c1=O (stereo not given) | 2.6 | 0.7 | -8.3 | -2.7 | -0.1 | -20.0 | 4.1 | ·
CC(C)C#Cc1ccc([C@H]2[C@@H](CO)N3CCCCN(C(=O)c4ccc5c(c4)OCO5)C[C@@H]23)cc1 | 21.7 | · | -1.7 | -7.8 | 0.0 | 5.6 | · | -0.2

A draw from above in order of SMILES length, rising.
SMILES | S100A4 inh HTS | esBAF inh | RAD54 branch | EWS-Fli inh | XiGFP reactiv | RAD52 inh | FN deposit inh | E-sel inducer
O=C(COC(=O)c1ccc2c(c1)OCO2)Nc1cccc(F)c1 | -9.7 | -6.0 | 4.1 | -1.3 | 0.2 | -10.9 | -1.4 | 2.3
CC(CCc1ccco1)NC(=O)Cn1nc(Cc2ccncc2)c2ccccc2c1=O (stereo not given) | 2.6 | 0.7 | -8.3 | -2.7 | -0.1 | -20.0 | 4.1 | ·
Cc1c(OCC(=O)N2CCN(c3ccccc3)CC2)ccc2c3c(c(=O)oc12)CCCC3 | -0.9 | -2.9 | 6.3 | 9.4 | 0.0 | -12.2 | 11.0 | ·
CC(C)C#Cc1ccc([C@H]2[C@@H](CO)N3CCCCN(C(=O)c4ccc5c(c4)OCO5)C[C@@H]23)cc1 | 21.7 | · | -1.7 | -7.8 | 0.0 | 5.6 | · | -0.2

Later entries:
SMILES | S100A4 inh HTS | esBAF inh | RAD54 branch | EWS-Fli inh | XiGFP reactiv | RAD52 inh | FN deposit inh | E-sel inducer
CC(C)NC(=O)N(C)C[C@@H]1Oc2c(NC(=O)c3nc4ccccc4s3)cccc2C(=O)N([C@H](C)CO)C[C@H]1C | 51.9 | -2.1 | 10.5 | 4.1 | 0.0 | -10.6 | -0.9 | 0.2
CC1CC1C(=O)OCC(=O)Nc1cc(S(=O)(=O)N2CCCCC2)ccc1Cl (stereo not given) | -0.5 | 3.7 | 9.8 | -9.0 | 0.0 | -10.1 | -10.3 | 0.1
CCOC(=O)C1=CCC(c2ccc(C)cc2)N(S(=O)(=O)c2ccc(C)cc2)C1 (stereo not given) | 3.6 | -2.6 | 6.4 | 4.2 | 1.1 | 1.4 | -6.6 | 0.1
COc1ccc(NC(=O)CSc2nc(C)cs2)cc1 | 5.0 | · | · | 15.9 | 0.0 | -22.9 | 0.6 | -2.1
CC(C)(C)NC(=O)NC(=O)COC(=O)c1ccc2c(c1)S(=O)(=O)N=C1CCCCCN12 | -0.8 | · | -3.1 | -6.7 | 0.2 | 8.9 | -4.7 | -1.9
COc1ccccc1C(=O)N=C1SC2CS(=O)(=O)CC2N1c1ccccc1 (stereo not given) | -14.5 | 1.9 | -1.3 | 0.8 | 0.1 | -8.5 | -2.4 | 0.0
CCOc1ccc(N/C=C/C(=O)c2ccccc2)cc1 | -3.5 | -42.9 | 7.9 | 34.3 | 0.2 | -11.4 | -0.8 | ·
COc1cc(CN(C)C(=O)C(=O)c2c[nH]c3ccccc23)ccc1O | -1.7 | 2.4 | -1.8 | -0.4 | 0.2 | 1.3 | -1.0 | 0.2
COc1cccc(CNC(=O)C[C@H]2CC[C@H](NS(=O)(=O)c3ccccc3OC)[C@@H](CO)O2)c1 | -37.1 | 5.5 | 4.3 | -1.3 | 0.0 | 1.8 | · | 0.2

Rows were taken by chance; 3% or so of the library scored in one or more.
